GSTO1 inh: blocks human GSTO1 in RBBP9 counter-screen. P78417. recombinant GSTO1, activity-based probe fluorescence polarization. inhibition, % at 5.96 µM. 1.1% of 300,000 active. AID 1974;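 active = inhibition above the campaign mean inhibition plus 3 SD, cut at about 35% in these data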;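 also: 0% = GSTO1-1 with DMSO and 100% = wells lacking GSTO1-1 enzyme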
Target sequence (P78417 whole entry, looked up): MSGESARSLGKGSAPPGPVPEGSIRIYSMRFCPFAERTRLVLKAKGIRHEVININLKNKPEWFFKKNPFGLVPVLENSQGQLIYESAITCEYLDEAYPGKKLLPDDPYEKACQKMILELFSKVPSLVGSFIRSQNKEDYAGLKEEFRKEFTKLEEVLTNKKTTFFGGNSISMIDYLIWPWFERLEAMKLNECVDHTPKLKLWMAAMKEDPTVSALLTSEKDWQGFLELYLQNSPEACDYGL
TPT1 inh: blocks Candida albicans tRNA 2'-phosphotransferase; recombinant caTPT1, FP RNA substrate dephosphorylation; inhibition, % at 5 µM; AID 1962; 0.81% of 300,000 active;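 active = inhibition above the mean of all tested compounds plus 3 SD, set per screening campaign, cut at about 24% in these data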;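 also: plate controls were DMSO alone for no effect and ferristatin control at 100 nM for full effect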
PAD4 inh: PAD4 (human) enzyme inhibition | Q9UM07 | 0.41% of 330,000 active | inhibition, % at 6.36 µM | AID 485272 | recombinant PAD4, RCA probe fluorescence polarization;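 active = percent inhibition above a cutoff equal to the mean of all tested compounds plus 3 SD, cut at about 15% in these data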;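 also: 0% = PAD4 with RCA probe and DMSO and 100% = probe without PAD4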
GLD-1 RNA inh: GLD-1-TGE RNA interaction inhibition (C. elegans) | purified GLD-1 + fluorescein TGE RNA, fluorescence polarization | inhibition, % at 5.96 µM | 0.44% of 320,000 active;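 active = percent inhibition above a per-plate cutoff, the plate mean of test compounds plus 3 SD, cut at about 30% in these data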;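 also: 0% = DMSO wells with GLD-1 and probe and 100% = wells lacking GLD-1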
Target sequence (Q17339 whole entry, looked up): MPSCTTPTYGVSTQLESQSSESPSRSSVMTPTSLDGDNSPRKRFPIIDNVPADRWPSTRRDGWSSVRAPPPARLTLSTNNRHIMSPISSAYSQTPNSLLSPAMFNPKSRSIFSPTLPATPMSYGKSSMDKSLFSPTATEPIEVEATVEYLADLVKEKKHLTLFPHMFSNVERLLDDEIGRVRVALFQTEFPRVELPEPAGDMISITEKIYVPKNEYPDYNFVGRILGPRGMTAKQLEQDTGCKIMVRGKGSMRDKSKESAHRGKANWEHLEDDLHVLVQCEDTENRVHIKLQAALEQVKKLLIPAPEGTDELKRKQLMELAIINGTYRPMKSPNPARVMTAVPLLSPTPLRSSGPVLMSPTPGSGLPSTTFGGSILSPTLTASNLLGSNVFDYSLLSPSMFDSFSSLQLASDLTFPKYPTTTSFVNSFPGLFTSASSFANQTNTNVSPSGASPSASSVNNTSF
MCL1-BIM inh: MCL1-BIM-BH3 interaction inhibition (human); Q07820; GST-MCL1 / FITC-Bim-BH3 fluorescence polarization; inhibition, % at 10.9 µM; 0.68% of 320,000 active;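 active = inhibition above the mean inhibition of all tested compounds plus 3 SD, set per campaign, cut at about 40% in these data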;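 also: 0% = DMSO wells and 100% = unlabeled Bim-BH3 peptide control; higher means more loss of mP so more displacement of Bim peptide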
MEX-5 binding: C. elegans MEX-5 TCR-2 RNA binding activity; Q9XUB2; MEX-5/FITC-TCR2 RNA binding, fluorescence polarization; hits give low values; activity score (negative = inhibition of binding), % at 10 µM; 0.38% of 300,000 active; AID 1832;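 active = inhibition past about -25% in most replicates, and total fluorescence under double the plate's negative control median, limit read from the data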;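 also: 0% = DMSO and -100% = 5 µM competing unlabeled TCR2 RNA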
PME-1 primary: PME-1 (human) inhibition; Q9Y570; AID 2130; inhibition, % at 5.9 µM; recombinant PME-1, FP-Rh probe fluorescence polarization; 0.53% of 320,000 active;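 active = inhibition above the campaign mean of all compounds plus 3 SD, cut at about 26% in these data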;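 also: competitive labeling of PME-1 active site by serine hydrolase directed probe; 0% = PME-1 with DMSO and 100% = wells lacking PME-1 enzyme; inhibitors block probe labeling so polarization falls and inhibition rises; many of its hits are not listed in these tables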
Fam108B counter: Fam108B inhibition, counter-screen for RBBP9 inhibitors; recombinant Fam108B, FP-Rh probe fluorescence polarization; 0.33% of 300,000 active; inhibition, % at 9.51 µM;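 active = inhibition above the screen mean inhibition plus 3 SD, computed separately per campaign, cut at about 18% in these data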;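 also: inhibitors lower polarization as less probe binds the enzyme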
Bcl-xL primary: blocks human Bcl-xL binding to Bim BH3 peptide. 0.7% of 320,000 active. inhibition, % at 10.9 µM. GST-Bcl-xL / FITC-Bim BH3 peptide fluorescence polarization;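 active = inhibition above the mean of all tested compounds plus 3 SD, cutoff set per campaign, cut at about 30% in these data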;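 also: 0% = DMSO wells and 100% = unlabeled Bim-BH3 peptide competitor; inhibitors lower millipolarization by displacing the labeled peptide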
Target sequence (Q07817 whole entry, looked up): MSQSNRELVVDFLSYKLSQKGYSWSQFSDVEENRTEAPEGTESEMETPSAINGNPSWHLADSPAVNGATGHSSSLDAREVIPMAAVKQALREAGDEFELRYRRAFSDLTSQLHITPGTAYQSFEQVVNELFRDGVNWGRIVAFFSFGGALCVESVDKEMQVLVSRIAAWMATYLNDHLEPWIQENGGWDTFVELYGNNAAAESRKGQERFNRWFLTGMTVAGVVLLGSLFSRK
* = called active by the depositor; / = not tested or not shown; & = joins results of further samples.

SMILES	GSTO1 inh	TPT1 inh	PAD4 inh	GLD-1 RNA inh	MCL1-BIM inh	MEX-5 binding	PME-1 primary	Fam108B counter	Bcl-xL primary
COC(=O)C(Cc1ccccc1)NC(=O)c1cc(=O)[nH]c2ccccc12 (configuration not stated)	-5	-3	-5	-9	-10	0.0	-3	-5	1
COc1ccc(Cl)cc1NC(=O)COC(=O)C1COc2ccccc2O1 (configuration not stated)	/	/	-1	0	6	/	5	/	4
CCCCOc1ccc(C(=O)Nc2cc(C)c(OCC(=O)N3CCOCC3)c(C)c2)cc1	-5	-10	-4	2	4	0.8	-7	-2	1
COc1ccc(-c2nn(CC(=O)NCCc3ccccc3)c(=S)n2C)cc1	4	-1	1	7	3	-4.1	-1	0	2
O=C(Nc1ccc2c(c1)OCCO2)C1CCN(C(=O)c2ccccc2)CC1	9	-5	0	4	9	4.0	6	1	5
CCCNC(=O)NC(=O)COc1ccc(-c2ccc(C#N)cc2)cc1	5	6	-4	-7	-9	-0.6	-2	0	-6
O=c1c2cnn(-c3ccccc3)c2ncn1Cc1ccccc1F	-1	-2	1	0	0	1.8	-6	-2	-1
COc1ccc(S(=O)(=O)NC(CC(=O)NC2CCCC2)c2ccco2)cc1 (configuration not stated)	0	-1	-2	8	7	-3.4	-2	-2	1
Cc1nn(-c2ccccc2)c(Cl)c1/C=N/NC(=O)c1[nH]ncc1Br	0	-2	4	2	7	-3.6	-12	1	4
C=CCn1c(Cc2c[nH]c3ccccc23)n[nH]c1=S	3	0	2	6	-11	-2.6	5	0	-14
CCCCNC(=O)C(Cc1ccccc1)NS(=O)(=O)c1ccc2c(c1)c(=O)n(C)c(=O)n2C (configuration not stated)	4	-3	-5	4	-3	/	3	1	0
O=C(Nc1ccccn1)Nc1ccccc1Cl	-1	1	-2	6	-2	-1.2	-2	0	7
Cc1nc(Cl)c(C(=O)NCc2ccccc2)c(C)c1[N+](=O)[O-]	-5	-2	-2	-1	2	3.4	-9	-4	1
N#Cc1ccc(COc2cccc3cccnc23)cc1	5	-5	-3	1	-1	-2.7	5	1	5
Cc1ccc(S(=O)(=O)N2CCC(=O)N(C(COCc3cccc(Cl)c3)Cc3ccccc3)CC2)cc1 (configuration not stated)	-2	-1	0	1	0	-1.6	-5	4	2
O=C(NC1CCCCC1)C(c1cccnc1)N(C(=O)CCl)c1cccc(Cl)c1 (configuration not stated)	96*	2	3	-3	-1	2.3	-3	2	0
COc1cccc(C2c3c(oc4ccccc4c3=O)C(=O)N2c2ccccn2)c1 (configuration not stated)	6	-1	-1	5	2	-2.5	0	3	2
Cc1ccc(CSc2n[nH]c(N)n2)cc1	-11	0	-6	-10	5	0.9	4	-2	4
Cc1cc[n+](-c2[nH]c(=O)sc2/C=N/N=C(\[O-])CCn2c3ccccc3c3ccccc32)cc1	4	-10	-4	22	49*	/	0	2	27
Cc1sc(NC(=O)CN2C(=O)NC3(CCCC3)C2=O)nc1-c1ccc(F)cc1	1	-1	-3	3	-6	-0.6	2	-2	0

Overlap with the part before: two entries, followed by the next part.
SMILES	GSTO1 inh	TPT1 inh	PAD4 inh	GLD-1 RNA inh	MCL1-BIM inh	MEX-5 binding	PME-1 primary	Fam108B counter	Bcl-xL primary
Cc1cc[n+](-c2[nH]c(=O)sc2/C=N/N=C(\[O-])CCn2c3ccccc3c3ccccc32)cc1	4	-10	-4	22	49*	/	0	2	27
Cc1sc(NC(=O)CN2C(=O)NC3(CCCC3)C2=O)nc1-c1ccc(F)cc1	1	-1	-3	3	-6	-0.6	2	-2	0
CCOC(=O)CSc1nc(C)c(Oc2ccc(Cl)cc2Cl)c(=O)[nH]1	6	-4	1	-4	5	2.9	7	1	5
CCOc1cccc(-c2nnc3sc(COc4ccccc4)nn23)c1	-3	1	-4	0	10	1.7	0	2	-1
Cc1ccc(S(=O)(=O)N(C)c2ccc(OCC(=O)NCc3ccco3)cc2)cc1	-21	-2	0	1	8	-2.1	3	2	4
COc1ccc(NC(=O)c2cccc(OC(=S)N3CCOCC3)c2)cc1	5	-5	-1	-2	4	1.9	0	-5	6
CC(C)(C)c1ccc(C(=O)NCCn2c(N)c(C#N)c3nc4ccccc4nc32)cc1	6	9	-5	-10	-12	0.1	-8	-8	-6
Cc1ccc(N2CCN(C(=O)CCc3nc4ccccc4[nH]3)CC2)c(C)c1	-4	1	-1	-7	2	-0.6	8	3	0
Cc1ccc(C2C(C#N)=C(N)N(c3cccnc3)C3=C2C(=O)CCC3)c(C)c1 (configuration not stated)	0	-4	-3	-3	5	-1.2	-3	4	9
FCCCOc1ccc(/C=N/OCc2c(Cl)cccc2Cl)cc1	-7	-5	0	7	2	-1.6	0	-1	7
CC(C)(C)OC(=O)n1cc(C(=O)c2ccccc2O)cn1	14	2	-5	11	-2	-9.3	-4	-1	4
O=Cc1c(N2CCN(c3ccccc3)CC2)nc2ccccn2c1=O	2	5	3	-2	-2	-3.1	11	-1	8
Cn1c(NC2CCCCC2)c(N=O)c(=O)n(C)c1=O	9	3	-9	-3	5	0.7	-1	-2	5
Cc1cccnc1NC(=O)c1cccc(S(=O)(=O)NCc2ccccc2)c1	7	3	0	-3	-1	-0.3	6	-4	1
Cn1c2ccccc2c(=O)c2cc(C#Cc3ccccn3)ccc21	-8	-5	0	3	6	-6.2	-5	-10	9
Cc1c(Cl)cccc1NC(=S)NCC1COc2ccccc2O1 (configuration not stated)	-7	0	-8	-6	11	2.3	5	-3	7
Cc1ccc(NC(=O)C2C(=O)N(C)c3ccccc32)cc1 (configuration not stated)	5	3	0	5	0	1.0	3	3	7
CCCCc1cc2c(cc1NC(=O)CN1CCCCC1)OCCO2	6	-2	3	4	2	-4.4	-5	2	4
Cn1cnnc1SCc1ccccc1Br	5	-2	0	-3	-5	0.7	-4	-2	2
O=C(COc1ccccc1)NC(=S)Nc1ccc2c(c1)Cc1ccccc1-2	5	3	-4	7	16	-2.2	-5	-3	6
COC(=O)c1c(NC(=O)c2ccco2)sc2c1CCC2	11	4	-1	-10	7	2.6	2	1	-2
COCCNC(=O)C(c1ccco1)N(Cc1ccc(OC)cc1)C(=O)Cn1nnc2ccccc21 (configuration not stated)	-6	-5	-6	0	1	-0.8	-3	4	3
O=[N+]([O-])c1ccc(C(O)C23CN4CN(CN(C4)C2)C3)cc1 (configuration not stated)	3	2	2	-1	4	1.9	0	-1	-1
C#CCOCCOCCOCCNc1nc(N2CCN(C(=O)CCCCCCCCCCNC(=O)[C@H](CCCCN)n3cc(C[C@@H](C)CC)nn3)CC2)nc(N2CCN(C(=O)CCCCCCCCCCNC(=O)[C@H](CCCCN)n3cc(C[C@@H](C)CC)nn3)CC2)n1	-9	-1	0	0	-9	22	-9	-5	-7
CCOC(=O)CSc1nc2c(c(=O)n(C)c(=O)n2C)n1Cc1ccccc1F	1	-1	4	0	2	-3.4	1	-1	2
CCC(=O)c1ccc(OCC(=O)OCC(=O)c2cc(C)n(CC3CCCO3)c2C)cc1 (configuration not stated)	1	-1	-2	3	0	0.9	3	3	4
COc1ccc(OC(=O)Nc2ccc([N+](=O)[O-])cc2OC)cc1	11	3	-6	-5	1	1.0	-5	-3	-4
COC(=O)c1ccc(NC(=S)NC2CC2)cc1	8	0	-4	-3	8	-0.2	3	-1	8
COC(=O)c1sc(N)c(C(=O)OC)c1COC(=O)CNS(=O)(=O)c1cccc(C#N)c1	5	2	-2	6	3	-5.8	6	0	2
O=C(COc1ccc(Br)cc1)Nc1ccc([N+](=O)[O-])cn1	-3	2	1	2	0	-0.7	-5	-2	2
Cc1cc(N(CCO)CCO)ccc1C(c1ccc(N(CCO)CCO)cc1C)c1ccccc1Cl	0	-3	1	7	23	0.8	11	2	11
COc1ccc(-n2c(=S)[nH]c3cc(C(=O)NCCCN4CCCC4=O)ccc3c2=O)c(OC)c1	31	-1	0	-4	5	-1.9	2	0	13
Cc1nn(CC(=O)NNC(=O)c2ccc(Br)cc2)c(C)c1[N+](=O)[O-]	/	/	-5	-1	-3	/	-2	/	0
O=C(Nc1cccc(C(=O)O)c1)/C(=C\c1ccccc1)NC(=O)c1ccccc1Cl	1	1	0	7	13	-0.7	-3	-5	5
Cc1cc(Cl)ccc1OCC(O)CN1C(C)CCCC1C (configuration not stated)	17	-2	-4	-3	-6	-1.4	3	2	5
Cc1ccc(/C=N/NC(=O)c2nnn(-c3nonc3N)c2CSc2ccc(Cl)cc2)o1	4	-2	-1	-6	8	-0.7	4	-1	-2
COc1ccc(C(CCN2CCN(c3ccccc3)CC2)c2c(O)cc(OC)cc2OC)cc1 (configuration not stated)	-4	1	-2	1	0	2.6	5	1	5
Cc1cc(C)n(C(=O)CCCn2nc(C)c([N+](=O)[O-])c2C)n1	2	0	-1	-2	3	1.6	-1	1	6
CCCCCCc1cc2cc(-c3nnc(-c4cc(OC)c(OC)c(OC)c4)o3)c(=O)oc2cc1O	4	118*	-3	-120	-61	4.2	-7	0	-38
COc1ccc(C2Nc3ccccc3C(=O)N2Cc2ccco2)cc1CN1C(=O)c2ccccc2C1=O (configuration not stated)	-9&1	2&-1	4&-8	2&-17	-3&1	5.0&2.8	-1&4	-4&2	3&-2
COc1cc(/C=N/Nc2nc(Nc3ccccc3)nc(-n3nc(C)cc3C)n2)cc(OC)c1OC	3	1	-2	3	9	-1.3	1	-4	4
COc1cccc(N2CCN(S(=O)(=O)c3cccc4cccnc34)CC2)c1	8	-4	0	3	5	0.3	7	9	3
CCc1ccc2oc(C(=O)Nc3ccc(S(N)(=O)=O)cc3)c(C)c2c1	7	1	-6	2	3	-0.1	-4	-7	3
CC(Nc1nc2ncn(Cc3ccccc3)c2c(=O)[nH]1)C(=O)O (configuration not stated)	-3	-3	-7	3	-12	3.1	-7	-1	5
CC(C)CN(C(=O)Cn1nnc(-c2ccc(F)cc2)n1)C1CCS(=O)(=O)C1 (configuration not stated)	14	0	-2	4	-2	-0.4	-3	0	5
Cc1ccccc1CSCC(=O)N1CCN(c2ccccc2)CC1	0	-1	-6	-1	-2	-0.7	4	-1	2
COc1cccc(CNC(=O)C2CCN(S(=O)(=O)c3ccc(-n4cnnn4)cc3)CC2)c1	0	-2	0	-4	2	-0.6	-7	3	2
Cc1cc(Cl)ccc1OCC(=O)N1CCCN(C(=O)COc2ccc(Cl)cc2C)CC1	12	2	-3	5	-5	-0.7	9	-3	-58
COCc1cc(C)nc(OCC(=O)N/N=C/c2ccccc2O)c1C#N	1	3	-2	6	2	-0.4	0	-4	0
COC(=O)c1ccccc1NC(=S)N1CCN(C2CCCCC2)CC1	2	0	3	0	3	-1.2	-7	1	1
CCC(C)(C)NC(=O)C(c1ccc(OC)cc1)N(CC1CCCO1)C(=O)CCC(=O)Nc1cc(C)on1 (configuration not stated)	1	-4	-3	4	-1	-0.7	-2	2	5
c1ccc2ccccc2c1	/	/	-2	3	1	/	1	/	7
CCOc1ccc(NC(=O)N2CCN(CC)CC2)cc1	-8	-1	-3	-1	4	0.0	1	-7	0
Cc1ccccc1Nc1nc(N)nc(CSc2nnnn2C)n1	-1	-1	-1	2	-3	-1.4	0	-2	-1
COc1ccc(S(=O)(=O)N2CCN(C(=O)CNC(=O)c3ccc4c(c3)OCO4)CC2)cc1	-6	-5	2	-3	-4	-7.4	7	8	1
CC(C)c1ccc(OCC(=O)NCc2n[nH]c(=O)c3ccccc23)cc1	-6	0	-3	1	-4	-1.1	-35	-1	4

High-throughput results (PubChem BioAssay)

A portion of the library (hit frequency here may not be typical).
